MC4R ag barr = human MC4R agonism via beta-arrestin | U2OS MC4R beta-arrestin complementation, luminescence; percent of melanotan II response, DMSO zero | activation, % at 8.9 µM | AID 540308 | P32245 | hit rate 0.98% among 360,000;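 active means activation above a per-plate cutoff, the mean activation of sample wells on that plate plus 3 SD, cut at about 8% in these data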
H9c2 protect = protects H9c2 cardiomyocytes from peroxide injury. hit rate 0.63% among 360,000. H2O2 injury protection, ATPLite, 2 h. protection from H2O2 cell death, % at 20 µM;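 active means compounds giving at least 50% protection of heart cells from peroxide-induced death in the single-dose screen, raw or plate-pattern-corrected value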;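 further: 0% = DMSO wells with peroxide and 100% = DMSO wells without peroxide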
ABCB6 inh MLPCN = inhibitors of human ABC transporter ABCB6. Q9NP58. K562-ABCB6 porphyrin accumulation, flow cytometry, 1 h; active compounds read low. fluorescence ratio to DMSO, % at 10 µM. hit rate 0.19% among 360,000;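 active means fluorescence ratio to DMSO below 75%, the collection mean minus 3 SD; inconclusive means too few cells collected in the well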;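 further: signal is porphyrin accumulated inside mitochondria; 100% equals median channel fluorescence of DMSO control wells; lower ratio means ABCB6 inhibition with less porphyrin fluorescence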
N-glyco inh = N-linked glycosylation inhibition; reporter increase, % at 12.5 µM; hit rate 0.23% among 360,000; D54 ERlucT glycosylation luciferase reporter, 24 h; percent of 100 nM tunicamycin response; AID 588692;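 active means mean luciferase reporter signal, scaled so untreated is 0 and the glycosylation-blocking control 100, at or above a set limit in every replicate; inconclusive means mean reaches the limit but not every replicate does; inactive means mean below the limit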;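 further: luciferase carries N-glycosylation sites so blocking glycosylation raises the light; 0% = median of neutral control wells and 100% = median of 100 nM tunicamycin wells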
Granule exo inh = lytic granule exocytosis inhibition; TALL-104 LAMP-1 surface exposure, flow cytometry; cells stimulated with thapsigargin and PMA; AID 651702; inhibition, % at 10 µM; hit rate 0.66% among 360,000;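 active means inhibition above about 55%, limit read from the data; inconclusive means no clear call, values can overlap the other calls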
iPSC survival up = increases survival of single human iPS cells | hiPSC single-cell survival, ATPlite luminescence; 100% = ROCK inhibitor wells, 0% = DMSO | survival enhancement, % at 20 µM | hit rate 0.044% among 360,000; in the data active means survival enhancement above about 18%;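 further: cells exposed to compounds for 16 hours before the ATP read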
m5-HT2A agonist = activates the mouse 5-HT2A serotonin receptor; P35363; CHO-K1 mHTR2A beta-arrestin complementation, luminescence; percent of 30 µM serotonin response; activation, % at 7.6 µM; hit rate 0.66% among 360,000;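 active means activation above a run cutoff, the mean activation of all tested compounds plus 3 SD, cut at about 14% in these data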;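 further: 0% = plate median of compound wells and 100% = 30 µM serotonin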
MC4R antag cAMP = human MC4R antagonism in cAMP assay. inhibition, % at 6.5 µM. hit rate 0.48% among 360,000. MC4R-expressing cells, MTII-stimulated cAMP, LANCE TR-FRET;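 active means inhibition above its plate's cutoff, the mean of tested wells on that plate plus 3 SD, cut at about 29% in these data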;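 further: 0% = Melanotan II alone and 100% = Melanotan II plus saturating MCL0020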
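material = U2OS cells stably expressing human melanocortin 4 receptor (MC4R) | also added = Melanotan II challenge | dosing = single nominal compound dose of 6.5 µM | detection = TR-FRET with Eu-cAMP and labeled anti-cAMP, 671 nm | replication = singlicate | timing = compound 30 min, challenge 1 h, detection 1 h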
ABHD5-PLIN5 inh = blocks binding of human ABHD5 to perilipin-5; AID 602281; Split G. princeps luciferase complementation, luminescence, 4 h; inhibition, % at 4 µM; hit rate 0.78% among 360,000;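 active means inhibition above the mean inhibition across every tested compound plus 3 SD, cut at about 22% in these data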;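 further: 0% = DMSO only wells and the 100% control is not disclosed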
Target sequence (Q00G26 whole entry, looked up): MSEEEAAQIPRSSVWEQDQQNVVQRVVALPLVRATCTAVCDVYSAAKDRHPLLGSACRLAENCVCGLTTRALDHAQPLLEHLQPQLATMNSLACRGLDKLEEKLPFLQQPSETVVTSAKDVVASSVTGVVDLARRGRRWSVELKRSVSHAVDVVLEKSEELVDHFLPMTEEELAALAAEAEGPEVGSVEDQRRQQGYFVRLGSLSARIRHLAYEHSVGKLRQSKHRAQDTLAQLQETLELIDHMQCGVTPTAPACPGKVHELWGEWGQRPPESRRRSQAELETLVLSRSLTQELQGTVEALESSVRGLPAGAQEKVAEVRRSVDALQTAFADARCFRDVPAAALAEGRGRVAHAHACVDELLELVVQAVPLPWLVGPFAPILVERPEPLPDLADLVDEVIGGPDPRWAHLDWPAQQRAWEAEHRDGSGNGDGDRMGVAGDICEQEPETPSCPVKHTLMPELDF
Target sequence (Q8WTS1 whole entry, looked up): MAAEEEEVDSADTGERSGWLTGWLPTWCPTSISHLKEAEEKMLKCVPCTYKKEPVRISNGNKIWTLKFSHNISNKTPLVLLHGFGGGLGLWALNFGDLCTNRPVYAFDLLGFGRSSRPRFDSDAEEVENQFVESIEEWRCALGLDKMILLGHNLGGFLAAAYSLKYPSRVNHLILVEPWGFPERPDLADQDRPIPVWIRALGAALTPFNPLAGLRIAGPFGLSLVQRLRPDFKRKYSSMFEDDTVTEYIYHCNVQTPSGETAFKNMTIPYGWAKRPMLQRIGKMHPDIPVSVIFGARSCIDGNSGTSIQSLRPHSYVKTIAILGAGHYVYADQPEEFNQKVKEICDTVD
aDG glyco up = increases alpha dystroglycan glycosylation; Pro5-aDG cells, alpha-DG glycosylation AlphaScreen (IIH6); 0% Pro5, 100% B10-LARGE cell signal; activation, % at 10 µM; hit rate 0.22% among 360,000; AID 624168;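 active means activation of at least 8% versus controls, or a plate z-score of at least 8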;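 further: Pro5 are CHO cells carrying HIG-tagged alpha-DG that lacks glycosylation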
Active calls of the source: *; ? = inconclusive. Compounds were not picked by outcome. About 4.5% of those tested had a hit in this group.

SMILES | MC4R ag barr | H9c2 protect | ABCB6 inh MLPCN | N-glyco inh | Granule exo inh | iPSC survival up | m5-HT2A agonist | MC4R antag cAMP | ABHD5-PLIN5 inh | aDG glyco up
CCN1C2=C(C(=O)CCC2)C(c2ccc(O)cc2)C2=C1CCCC2=O | -3.6 | 0.4 | 101.0 | 0.6 | -0.6 | -0.4 | -3.9 | 0.2 | 2.1 | -0.2
C[N+]1(C)CC[C@H](OC(=O)[C@@](O)(c2ccccc2)C2CCCC2)C1 | 0.0 | 15.9 | 104.0 | 1.2 | 6.5 | -1.5 | 3.6 | -1.9 | 0.0 | 0.4
O=C(NCCOC(=O)c1ccc(F)cc1)c1ccc(F)cc1 | 0.8 | -4.7 | 101.0 | 0.9 | -10.0 | -0.3 | 1.9 | -0.6 | -2.3 | 0.0
Cc1ccc(N2C(=O)N(CC(=O)Nc3ccc(C)cc3Cl)C(=O)C2C)cc1 (stereo not drawn) | -0.5 | -5.6 | 100.0 | 1.1 | 0.9 | 0.3 | 3.2 | 4.8 | -0.8 | 0.2
COc1c(F)c(F)c(C(=O)Nc2ccc(NC(=O)Cc3ccccc3)cc2)c(F)c1F | -0.7 | -2.7 | 96.0 | 1.5 | 0.4 | 0.6 | 6.1 | -4.9 | -4.7 | 0.0
Cc1cccc(NC(=O)c2ccco2)c1C(=O)O | -1.9 | 6.3 | 86.0 | 1.1 | -2.8 | -0.7 | 4.9 | 2.9 | -0.6 | -0.1
CCCCc1nc2c(C)c(N)cnc2n1Cc1cccc([N+](=O)[O-])c1 | -1.4 | 0.4 | 97.0 | -1.0 | 7.7 | -0.3 | 6.5 | 20.6 | -0.1 | -0.2
C#CCNC(=O)C1=C[C@H](c2csc3ccccc23)C[C@H](OCc2ccc(CO)cc2)O1 | -2.1 | -0.5 | 93.0 | -2.0 | 8.5 | -1.0 | 2.0 | 8.4 | -15.3 | 0.0
CCn1cc(C(=O)NCCCOC)c(=O)c2cc(S(=O)(=O)N(C)C3CCCCC3)ccc21 | -1.7 | 12.8 | 105.0 | 0.8 | 1.6 | -1.3 | 1.0 | -0.9 | -2.7 | -0.1
CCCOC(=O)Cn1cnc2scc(-c3ccc(OC)cc3)c2c1=O | 0.1 | 1.4 | 97.0 | -0.1 | 0.0 | 0.1 | 0.7 | 7.3 | -4.3 | 0.0
Fc1ccc(NC(=S)N2CCCc3ccccc32)cc1 | -1.4 | -5.6 | 103.0 | -3.3 | 1.2 | -1.3 | -2.3 | 4.7 | -3.8 | 1.0
CN1C(=O)CC(N2CCN(CC(N)=O)CC2)C1=O (stereo not drawn) | 0.4 | 5.1 | 98.0 | 0.4 | -4.5 | 5.3 | -0.8 | 3.2 | 1.5 | 0.1
Cc1ccc2nc(NC(=O)COC(=O)c3ccccn3)sc2c1 | -2.8 | -6.4 | 101.0 | -4.2 | -10.8 | 0.2 | 3.7 | 9.6 | -5.4 | -0.1
O=C(Nc1c(Cl)cc(Cl)cc1C(=O)NCC1CCCO1)c1ccco1 (stereo not drawn) | 0.2 | 3.9 | 94.0 | 2.3 | -0.7 | 1.1 | 4.3 | 1.5 | 1.5 | 0.0
CNC(=S)NNC(=O)Cc1ccccc1 | -1.1 | -1.8 | 96.0 | 17.4 | 0.8 | 0.1 | 1.5 | -2.2 | 0.9 | 0.0
CCOc1ccc(NS(=O)(=O)c2cnc(Cl)c(Cl)c2)cc1 | -1.4 | -8.9 | 104.0 | 5.3 | -2.2 | -1.2 | 6.7 | -5.4 | -2.6 | 0.4
Cc1ccsc1C(=O)OCC(=O)Nc1sccc1C(N)=O | -2.1 | -0.9 | 99.0 | 0.9 | -0.6 | 20.3* | -4.5 | -4.3 | -3.8 | 0.2
COc1ccc(O)c(CNn2c(-c3ccc(Br)cc3)nc3ccccc3c2=O)c1 | 2.4 | 50.2* | 98.0 | -0.8 | -2.4 | -0.6 | 6.7 | 4.5 | -2.8 | 0.0
Cc1ccc(OCC(=O)NNC(=O)c2ccc(NC(=O)C3CC3)cc2)c(C)c1 | -1.6 | -2.1 | 103.0 | -1.9 | -1.5 | 0.8 | 5.2 | -1.6 | 2.6 | -0.1
CCN1CCN(C(=O)C2CCN(C(=O)Nc3ccccc3)CC2)CC1 | 0.1 | 4.0 | 97.0 | 1.7 | 1.1 | -0.4 | 5.9 | 2.5 | 3.8 | -0.2
Cn1c(-c2ccccc2)cnc1NCc1cc(Cl)ccc1O | 1.2 | -1.0 | 108.0 | 0.8 | 8.6 | -0.1 | -7.9 | -2.3 | -2.0 | 0.3
CCN(C(=O)COC(=O)c1[nH]c(C)c(C(C)=O)c1C)c1c(N)n(Cc2ccccc2)c(=O)[nH]c1=O | -1.7 | 2.6 | 100.0 | 2.7 | -4.9 | 0.6 | 3.2 | 1.4 | 2.5 | -0.3
COc1ccc(Br)cc1/C=N/n1c(C)nc2ccccc2c1=O | -1.4 | -2.4 | 98.0 | 1.2 | 2.3 | 0.6 | 0.1 | -2.4 | 1.4 | 0.1
Cc1cc(=O)oc2cc(NC(=O)c3cccc(S(C)(=O)=O)c3)ccc12 | 1.6 | 5.6 | 116.0 | ? | -9.6 | -0.3 | -4.6 | 6.4 | -0.7 | -0.2
COc1ccccc1CNC(=O)c1cc(S(=O)(=O)N2CCCC2)cn1C | -0.6 | 8.0 | 99.0 | -1.6 | 2.1 | -1.5 | 6.0 | 15.6 | 3.4 | 0.2
COCCNC(=S)Nc1ccc(Cl)c(Cl)c1 | -1.2 | -2.9 | 104.0 | -0.9 | -3.8 | 0.6 | -6.1 | 1.2 | 2.5 | -0.1
COc1cc(C(=O)N/C(=C\c2cn(C)c3ccccc23)C(=O)NCCCn2ccnc2)cc(OC)c1OC | -2.0 | -1.8 | 105.0 | 3.5 | -0.1 | 0.3 | 5.5 | -3.9 | 4.1 | -0.1
CCOc1ccc(OCC)c(NC(=O)C2CCCN(c3ncccn3)C2)c1 (stereo not drawn) | -2.1 | 2.1 | 99.0 | 1.7 | 0.5 | -0.2 | 0.3 | 5.9 | -3.5 | 0.3
C=CCn1c(O)c(N=Nc2ccccc2O)c2ccccc21 | -1.1 | -9.7 | 676.0 | 0.1 | -2.0 | 0.5 | 0.5 | 5.7 | -11.9 | -0.2
C=CCNC(=O)c1c(CSc2ccc(F)cc2)noc1C(=O)NCCC | 0.8 | -0.9 | 99.0 | 0.2 | -5.1 | 3.0 | 0.9 | 8.2 | 4.4 | 0.2
CSc1nc(N)c(C#N)c(-c2ccccc2Cl)c1C#N | -0.4 | -10.4 | 98.0 | -4.8 | -0.4 | 6.0 | -6.1 | -15.8 | 1.0 | 0.0
O=c1n(Cc2ccccc2Cl)nc2n1-c1ccccc1SC2 | 0.2 | 4.9 | 98.0 | -0.6 | -4.4 | -0.3 | -4.2 | 14.3 | 5.5 | 0.4
CC(=O)N1CCC(N(CCN2CCOCC2)C(=S)Nc2ccc(C)cc2C)CC1 | 1.4 | 10.3 | 100.0 | 1.6 | -2.0 | 0.5 | 2.6 | 1.5 | 7.3 | -0.1
COc1ccc(NC(=O)/C=C/C(=O)O)c([N+](=O)[O-])c1 | -0.7 | 1.1 | 91.0 | 4.5 | -3.4 | 0.4 | 0.5 | 4.1 | 6.7 | -0.2
Cc1ccc(NC(=O)CCN2C(=O)C3C4CCC(C4)C3C2=O)cc1Cl (stereo not drawn) | 2.5 | -0.4 | 95.0 | -1.0 | -0.2 | 1.6 | -4.0 | 0.2 | -3.2 | -0.1
CS(=O)(=O)c1ccc2nc(NC(=O)c3cc([N+](=O)[O-])cc([N+](=O)[O-])c3)sc2c1 | -0.9 | 0.8 | 95.0 | -2.0 | -2.5 | 0.0 | 1.3 | 6.5 | 6.8 | -0.2
COc1ccc2c(c1)C(NC(=O)C(F)(F)F)CC2=O (stereo not drawn) | 0.9 | 2.4 | 99.0 | 0.5 | 1.6 | -0.4 | 9.8 | 13.8 | 2.3 | 0.0
O=C(CNC(=O)c1ccc(Cl)cc1Cl)OCc1ccccc1 | -3.0 | -3.3 | 100.0 | 0.8 | -9.9 | 0.0 | -5.5 | 18.1 | 4.5 | -0.3
O=C(Nc1nccs1)C1CC2CCC1C2 (stereo not drawn) | 2.2 | 1.9 | 101.0 | 3.2 | 6.1 | -3.6 | -1.1 | -1.6 | 1.9 | 0.0
COc1cc(C=Nc2ccccc2C(=O)Nc2ccccc2)cc(OC)c1OC | 0.4 | 1.4 | 96.0 | 2.8 | -8.6 | -2.7 | -1.1 | -0.5 | -0.9 | 0.4
CCN1CCN(Cc2ccc(NC(=O)c3cc(NC(=O)c4cnn(-c5ccccc5)c4N)cc(OC)c3)cc2C(F)(F)F)CC1 | -3.0 | -9.2 | 97.0 | -8.6 | -0.5 | -4.4 | -4.9 | 1.8 | 12.1 | -0.7
O=C(CN(c1ccccc1)S(=O)(=O)c1ccccc1[N+](=O)[O-])Nc1cccnc1 | -0.3 | 1.6 | 98.0 | 3.4 | -5.7 | -0.6 | -4.7 | 4.4 | 7.7 | -0.1
O=S(=O)(c1ccc(F)cc1)N1CCN(S(=O)(=O)c2cccs2)CC1 | -2.6 | -0.6 | 97.0 | -1.9 | -0.9 | 0.3 | 10.6 | 2.6 | -3.7 | 0.1
CSc1ccccc1C(=O)NC1CCCN(c2ccc(C(F)(F)F)cn2)C1 (stereo not drawn) | -0.5 | 2.2 | 104.0 | 0.1 | 0.7 | -0.6 | -8.8 | 16.9 | -8.3 | 0.3
c1ccc(Nc2nnc(-c3cccnc3)s2)cc1 | -0.7 | -18.1 | 99.0 | -10.7 | -2.6 | -0.4 | 7.4 | 11.9 | -5.2 | 0.1
CC(=O)c1cccc(NS(=O)(=O)c2ccc(-c3cc(C)no3)s2)c1 | -1.5 | -8.5 | 98.0 | -1.4 | 2.4 | -0.4 | 2.6 | -4.5 | -3.1 | 0.3
CS(=O)Cc1cc(Sc2ccccc2)nc(-c2ccncc2)n1 (stereo not drawn) | 0.6 | 0.9 | 99.0 | 3.4 | 0.9 | 1.5 | -1.1 | 3.9 | 8.1 | 0.2
O=C(Nc1ccc(F)cc1F)N1CCCN(CCOc2ccccc2)CC1 | 0.2 | 1.7 | 98.0 | 2.5 | 2.3 | -0.3 | -3.7 | 2.0 | 0.2 | 0.1
CCc1cc(-c2n[nH]c(=S)n2CC(C)C)cs1 | -1.1 | -1.5 | 96.0 | 0.6 | 0.2 | -2.0 | 0.8 | -3.3 | -7.3 | 0.1
Cc1c(C(=O)NC2=NCCS2)oc2ccccc12 | -0.3 | -6.1 | 85.0 | -13.1 | -0.8 | -2.1 | 1.6 | -2.6 | 2.2 | -0.1
Clc1nssc1=Nc1ccccc1 | -1.6 | -4.4 | 98.0 | 2.7 | -0.8 | -0.8 | 8.3 | 0.1 | -8.0 | 0.1
CC(C)(SC(=S)N1CCOCC1)C(=O)O | -2.4 | -1.9 | 89.0 | -2.0 | 2.5 | -1.1 | -6.9 | -5.0 | -1.3 | 0.0

Compound activity as filed in PubChem.
